Assay outcomes (PubChem BioAssay)
HGIII-sPLA2 inh = human group III sPLA2 inhibitors, primary screen, biochemical, QFRET, BODIPY PC-A2 liposome substrate | Group 3 secretory phospholipase A2 (Homo sapiens), Q9NZ20 | QFRET BODIPY PC-A2 liposome hydrolysis, fluorescence | inhibition, % at 12.2 µM | 370,000 tested, 0.56% active | AID 743126, 2013;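 active = inhibition above mean plus 3 SD of compounds lying within the high and low control bounds, cut at about 19% in these data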;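 note: 0% = median of test compound wells and 100% = no enzyme DMSO wells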
Target sequence (Q9NZ20 whole entry, looked up): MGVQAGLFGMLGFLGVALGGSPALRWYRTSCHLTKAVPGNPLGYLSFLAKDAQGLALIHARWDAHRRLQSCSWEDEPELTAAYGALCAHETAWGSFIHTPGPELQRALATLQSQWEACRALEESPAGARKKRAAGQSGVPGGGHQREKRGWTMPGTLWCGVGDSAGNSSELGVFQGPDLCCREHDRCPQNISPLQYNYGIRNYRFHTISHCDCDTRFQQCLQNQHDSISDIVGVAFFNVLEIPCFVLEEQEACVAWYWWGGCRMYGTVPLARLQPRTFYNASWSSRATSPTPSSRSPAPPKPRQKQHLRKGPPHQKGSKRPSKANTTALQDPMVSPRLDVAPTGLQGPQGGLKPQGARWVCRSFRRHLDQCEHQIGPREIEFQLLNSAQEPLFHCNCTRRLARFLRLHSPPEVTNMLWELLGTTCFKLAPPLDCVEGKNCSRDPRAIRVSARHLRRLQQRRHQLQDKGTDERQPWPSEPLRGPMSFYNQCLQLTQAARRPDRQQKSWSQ
ADAM10 inh = human ADAM10 inhibitors, primary screen, biochemical, QFRET, HTS. Disintegrin and metalloproteinase domain-containing protein 10 (Homo sapiens), O14672. AID 720582, 2013. recombinant ADAM10, EDANS/DABCYL FRET peptide cleavage, 3 h. inhibition, % at 7 µM. 370,000 tested, 0.62% active;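 active = inhibition above a per-campaign cutoff equal to the mean of compounds falling between control-based bounds plus 3 SD, cut at about 20% in these data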;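 note: 0% = DMSO wells while the 100% control is not disclosed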
Target sequence (O14672 214-748 limits assumed): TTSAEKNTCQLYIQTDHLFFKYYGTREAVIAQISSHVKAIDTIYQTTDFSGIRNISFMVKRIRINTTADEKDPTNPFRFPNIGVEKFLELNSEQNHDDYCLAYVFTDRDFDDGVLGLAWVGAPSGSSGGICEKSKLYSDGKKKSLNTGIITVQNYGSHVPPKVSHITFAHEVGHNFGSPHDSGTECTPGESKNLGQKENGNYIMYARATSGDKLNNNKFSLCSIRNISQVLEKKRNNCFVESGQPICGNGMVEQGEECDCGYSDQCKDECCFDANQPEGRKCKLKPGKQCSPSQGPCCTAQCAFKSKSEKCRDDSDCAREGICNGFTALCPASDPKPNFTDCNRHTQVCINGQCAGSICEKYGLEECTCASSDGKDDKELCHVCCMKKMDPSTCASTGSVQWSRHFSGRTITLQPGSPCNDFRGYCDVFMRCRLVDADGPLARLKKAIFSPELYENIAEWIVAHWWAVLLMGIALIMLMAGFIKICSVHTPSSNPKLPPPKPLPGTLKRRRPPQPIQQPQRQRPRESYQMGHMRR
PLC-beta3 inh = human PLC-beta3 inhibitors, primary screen, biochemical, fluorescence. Purified PLC-beta3, fluorogenic substrate. 370,000 tested, 0.18% active. 1-phosphatidylinositol 4,5-bisphosphate phosphodiesterase beta-3 (Homo sapiens), Q01970. AID 720704, 2013. inhibition, % at 12.2 µM; in the data active = inhibition above about 11%;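 note: 0% = median of compound wells on plate and 100% = full blocker control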
ADAM17 inh = ADAM17 inhibitors, primary screen, biochemical, QFRET; recombinant ADAM17, EDANS/DABCYL FRET peptide cleavage; inhibition, % at 6.95 µM; 370,000 tested, 0.83% active; AID 720648, 2013;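 active = inhibition above the mean of compounds lying between control limits plus 3 SD, set per campaign, cut at about 8.5% in these data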;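 note: 0% = DMSO-only wells as the low control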
FXN GAA850 act = FXN promoter activators, primary screen, cell-based, luciferase luminescence, HEK293 lucGAA850; 360,000 tested, 0.56% active; activation, % at 6 µM; HEK293 lucGAA850 FXN promoter luciferase reporter, 24 h; percent of 10 µM SAHA response;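 active = activation above the average of all compounds screened plus 3 SD, cutoff fixed separately per campaign, cut at about 7.5% in these data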;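 note: 0% = DMSO wells and 100% = 10 µM SAHA wells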
DAX1 inh-1 = DAX1 (NR0B1) inhibitors on StAR promoter, primary screen, cell-based, luminescence, SF-1 (NR5A1), full-length DAX-1. HEK293T StAR-luciferase reporter, SF-1/DAX-1 repression relief. inhibition, % at 6.8 µM. 370,000 tested, 1.1% active. AID 652010, 2013;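 active = inhibition above the mean over all tested compounds plus 3 SD, cut at about 3.6% in these data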;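 note: 0% = DAX-1 cells with DMSO and 100% = cells lacking DAX-1 with DMSO; higher inhibition means more luminescence from relief of DAX-1 repression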
ssDAF-12 act = S. stercoralis DAF-12 nuclear receptor activators, primary screen, cell-based, luminescence, HEK293, GRIP1 co-expression, lit1-tk-luc. Nuclear hormone receptor DAF-12 (Strongyloides stercoralis). HEK293 ssDAF-12/GRIP1 lit1-tk-luc reporter; % of 3 µM dafachronic acid response. activation, % at 6.8 µM. 370,000 tested, 1% active. AID 652126, 2013;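 active = activation above the mean over all tested compounds plus 3 SD, cut at about 0.9% in these data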;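 note: 0% = DMSO-only wells and 100% = 3 µM delta7-dafachronic acid wells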
PLCg1 inh = PLC-gamma1 enzyme inhibitors, primary screen, biochemical, fluorescence, purified enzyme | fluorogenic substrate | 370,000 tested, 0.84% active | inhibition, % at 12.2 µM; in the data active = inhibition above about 9.5%
DAX1 inh-2 = DAX1 (NR0B1) inhibitors, primary screen, cell-based, HEK293, Gal4-DAX1, luciferase luminescence | Nuclear receptor subfamily 0 group B member 1 (Homo sapiens), P51843 | HEK293 Gal4-DAX1 luciferase reporter | inhibition, % at 6.75 µM | 340,000 tested, 0.99% active | AID 504766, 2011;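 active = inhibition above the mean over all tested compounds plus 3 SD, cut at about 4.2% in these data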;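 note: 0% = DAX1-transfected cells with DMSO and 100% = empty-vector control cells with DMSO; inhibition shows as a rise in luminescence from relieved DAX1 repression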
hcDAF-12 act = H. contortus DAF-12 nuclear receptor activators, primary screen, cell-based, luminescence, HEK293, lit1-tk-luc reporter; HEK293 hcDAF-12 lit1-tk-luc reporter; 0% DMSO, 100% Δ7-dafachronic acid; activation, % at 6.8 µM; 370,000 tested, 1.4% active; AID 652067, 2013;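 active = activation above the mean of all tested compounds plus 3 SD, cut at about 5.5% in these data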;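 note: 100% = response to 3 µM Δ7-dafachronic acid high control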
hgDAF12 agonist = H. glycines DAF-12 receptor agonists, primary screen, cell-based, luminescence, HEK293, GAL4 fusion, UAS-luciferase. Nuclear hormone receptor DAF-12 (Heterodera glycines), GAL4 fusion. HEK293 GAL4-hgDAF12 UAS-luciferase reporter, agonist luminescence; normalized to butyrate control. activation, % at 6.8 µM. 370,000 tested, 1.8% active;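 active = activation above a cutoff set at the mean of all screened compounds plus 3 SD, cut at about 10% in these data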;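 note: 0% = DMSO wells and 100% = sodium butyrate wells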
An asterisk follows results filed as active; nt = not tested or not shown.

smiles,DAX1 inh-1,FXN GAA850 act,PLCg1 inh,ADAM10 inh,DAX1 inh-2,ADAM17 inh,HGIII-sPLA2 inh,hgDAF12 agonist,PLC-beta3 inh,hcDAF-12 act,ssDAF-12 act
N=C(N)SCCc1cccc(CCSC(=N)N)c1,-1.0,0.2,-1.3,-5.0,-1.3,-5.0,5.2,2.0,0.5,-0.1,-1.6
O=C1SCCC1NC(=O)C(c1ccccc1)c1ccccc1 (centres undefined),-0.6,-0.6,0.6,1.0,nt,-4.6,-3.7,-1.2,0.5,-0.8,-1.1
Cc1ccc(C)c(C(=O)c2ccccc2NC(=O)c2ccccn2)c1,-1.4,-2.7,0.0,-9.9,-0.6,-4.3,11.9,-0.3,-1.2,-1.0,-0.8
COC(=O)c1cc2sc(Cl)cc2n1CC(=O)Nc1cccc(SC)c1,-0.1,0.3,-0.8,4.8,-1.1,2.7,-5.1,1.1,-1.3,0.8,-1.1
CCc1nnc(NC(=O)c2cc(C)nc3ccccc23)s1,0.4,-0.9,-2.2,3.2,0.7,1.1,-1.6,-3.5,-11.4,-0.8,-1.1
CN(C)S(=O)(=O)c1cccc(NC(=S)N/N=C/C2CC=CCC2)c1 (centres undefined),-0.4,-6.7,3.5,3.7,1.9,2.7,-0.1,3.0,3.4,0.4,-1.5
COc1ccc(S(=O)(=O)N2CCN(c3ccccn3)CC2)cc1[N+](=O)[O-],-0.5,1.0,0.5,0.9,-0.1,-4.2,-4.0,0.2,5.4,0.5,-1.4
O=c1[nH]c(CN2CCN(S(=O)(=O)c3ccccc3C(F)(F)F)CC2)nc2sc3c(c12)CCCC3,0.7,3.0,-3.0,-2.4,-1.0,-3.1,-5.3,-2.5,-2.5,1.1,-0.6
CC1CCN(c2c(NCc3ccc(C(=O)N4CCN(C5CCCCC5)CC4)cc3)c(=O)c2=O)CC1,2.0,-0.3,-0.1,-9.9,-0.8,-2.6,-1.8,-1.1,0.3,0.7,-0.6
Cc1ccc(NC(=O)CCCCCN2C(=O)c3ccccc3C2=O)nc1,-0.7,1.0,-0.1,0.9,2.0,-2.6,-0.4,-0.3,1.6,-1.7,-1.4
CCCn1c(/N=C/c2ccccc2O)nc2ccccc21,-0.5,-2.1,-7.0,2.5,1.3,-6.9,-0.3,0.3,-6.3,-1.9,-0.8
O=C(CN1C(=O)c2ccccc2S1(=O)=O)c1ccccc1,-1.4,-4.6,-1.5,-3.3,-2.6,-6.3,0.2,-5.1,0.2,-1.1,-1.4

Some of these compounds in order of heavy-atom count, highest first:
smiles,DAX1 inh-1,FXN GAA850 act,PLCg1 inh,ADAM10 inh,DAX1 inh-2,ADAM17 inh,HGIII-sPLA2 inh,hgDAF12 agonist,PLC-beta3 inh,hcDAF-12 act,ssDAF-12 act
CC1CCN(c2c(NCc3ccc(C(=O)N4CCN(C5CCCCC5)CC4)cc3)c(=O)c2=O)CC1,2.0,-0.3,-0.1,-9.9,-0.8,-2.6,-1.8,-1.1,0.3,0.7,-0.6
Cc1ccc(C)c(C(=O)c2ccccc2NC(=O)c2ccccn2)c1,-1.4,-2.7,0.0,-9.9,-0.6,-4.3,11.9,-0.3,-1.2,-1.0,-0.8
CCc1nnc(NC(=O)c2cc(C)nc3ccccc23)s1,0.4,-0.9,-2.2,3.2,0.7,1.1,-1.6,-3.5,-11.4,-0.8,-1.1

Following part
smiles,DAX1 inh-1,FXN GAA850 act,PLCg1 inh,ADAM10 inh,DAX1 inh-2,ADAM17 inh,HGIII-sPLA2 inh,hgDAF12 agonist,PLC-beta3 inh,hcDAF-12 act,ssDAF-12 act
CCc1nc2c(OCc3ccccc3C)cccn2c1N(C)C(=O)CC(C)C,-1.0,-3.2,0.5,1.7,nt,1.4,-7.8,-1.2,-0.3,-0.8,-1.7
N#Cc1ccc(OCCCN2CCC(C(O)(c3ccccc3)c3ccccc3)CC2)cc1,0.7,nt,-0.7,-14.2,nt,-4.9,-19.1,-1.8,0.0,-1.3,-0.9
COc1cc(/C=N/n2cnnc2)ccc1Oc1nc(Cl)ncc1F,-0.8,-0.9,0.9,-0.3,-1.3,0.1,0.1,1.4,-2.0,-1.9,-2.2
NCCCCCc1nnc(SCC(N)=O)o1,1.7,1.1,-1.1,7.3,-1.1,-3.1,6.4,-0.4,-6.5,-0.9,-0.9
COC(=O)[C@]12C[C@H](CC(=O)N3CCCCC3)C(=O)N(Cc3cccc4ccccc34)C1=C[C@H](C(C)C)O[C@@H]2C1CC1,2.0,nt,-0.2,9.3,nt,1.1,-1.3,-1.7,2.0,-1.9,-0.9
Cn1c(SCC(=O)N2CCCc3ccccc32)nc2ccccc2c1=O,-1.0,-5.6,-1.0,-4.1,-3.9,-4.5,1.2,-1.2,-1.3,-2.3,-1.7
C=C1CCN([C@H](C(=O)OCc2ccc(C)cc2)C(C)C)S(=O)(=O)c2ccccc21,-0.5,6.0,1.6,-0.5,0.9,5.4,0.3,2.2,5.8,0.4,-1.2
COc1ccc(CN(Cc2ccc(C(=O)O)cc2)C(=S)Nc2ccccc2C)cc1OC,0.7,1.7,-4.7,-7.7,0.4,-1.5,-0.8,0.4,-0.7,-0.1,-1.9
O=C(Nc1ccc(Cl)cc1)C1CC=CCC1C(=O)OCC(F)(F)C(F)F (centres undefined),0.2,0.2,0.1,3.7,0.0,3.7,-1.7,-2.4,-2.8,0.9,-1.4
CCCCN(C(=O)C1CSC2(C)CCC(=O)N12)c1c(N)n(Cc2ccccc2)c(=O)[nH]c1=O (centres undefined),0.9,-1.4,0.1,1.0,-2.0,2.0,-0.9,2.4,-1.1,-0.8,-1.3
O=C(NCc1ccc2c(c1)OCO2)C12CN(Cc3ccccc3)CC1C(c1cccc([N+](=O)[O-])c1)=NO2 (centres undefined),-0.1,-0.5,-2.6,13.0,0.1,0.9,6.5,1.1,1.4,-1.5,-0.8
Cc1cc(C)nc(NC(=S)Nc2ccc(F)cc2F)c1,-0.6,-0.1,0.4,-3.1,-0.4,-6.2,7.2,0.1,-8.1,0.6,-1.8

(listing goes on)
smiles,DAX1 inh-1,FXN GAA850 act,PLCg1 inh,ADAM10 inh,DAX1 inh-2,ADAM17 inh,HGIII-sPLA2 inh,hgDAF12 agonist,PLC-beta3 inh,hcDAF-12 act,ssDAF-12 act
Cc1ccc2c(CN3CCC(C(N)=O)CC3)cc(=O)oc2c1C,0.1,-0.5,-1.2,-11.4,3.1,-5.8,-0.5,-0.1,-4.5,-1.5,-1.2
O=C(Nc1cccc(S(=O)(=O)N2CCCC2)c1)c1cccnc1,-0.3,1.5,-8.2,-4.9,-0.4,-2.9,-2.9,-0.6,-16.0,0.9,0.0
O=C(c1ccco1)N1CCN(C(=O)c2ccc(Cn3cc(Br)cn3)o2)CC1,0.3,0.0,-0.8,-10.9,-0.2,-0.1,5.2,-0.8,-3.9,-3.5,-1.2
N=c1c2c(n(Cc3ccc(Br)cc3)c3c1CCC3)CCCC2,-3.2,-5.5,-0.7,-6.4,-3.6,-7.1,10.7,-11.1,-4.6,-4.0,-2.5
O=S(=O)(Nc1ccc(Cl)cc1)c1ccc(N2CCOCC2)c(NC(=S)NCCN2CCOCC2)c1,-1.1,-0.6,2.8,2.4,0.4,-1.7,1.0,-2.4,0.6,0.6,-1.5
CC1(C)CC(=O)C/C(=N\NC(=O)C2CC23CCC3)C1 (centres undefined),-0.3,-1.0,-10.9,-16.0,1.1,-8.3,2.2,-1.7,-18.2,-0.7,-1.0
COc1ccc(N(C(=O)c2cccc(OC)c2OC)C2C=CS(=O)(=O)C2)c(OC)c1 (centres undefined),-0.5,0.1,3.2,1.7,0.6,2.5,-2.2,-0.9,1.8,0.7,-1.2
COc1ccc(CNC(=O)c2cc(=O)c3ccccc3o2)cc1,0.0,1.0,0.8,4.5,-1.4,-5.9,14.4,-0.6,-7.3,-0.5,-0.6
CCOC(=O)CNC(=O)CSc1nnc(-c2ccccc2)c(-c2ccccc2)n1,-0.1,0.8,-0.2,-5.6,0.1,-1.4,-1.9,-0.4,3.2,-0.8,-1.2
N#Cc1ccc(OCc2c(-c3ccccc3)nnn2CC(=O)O)cc1,-0.1,2.9,-1.9,-13.3,nt,0.5,-0.2,6.1,-4.7,1.1,-0.8
O=C(Cc1ccccc1)N1N=C(c2ccncc2)CC1(O)C(F)(F)F (centres undefined),-0.1,2.7,-0.1,-4.0,-0.8,-4.1,-5.9,-2.8,-4.6,0.2,-1.4
COc1ccc(OC)c(NC(=O)c2cc(S(=O)(=O)N3CCCC3)cn2C)c1,1.9,1.4,-1.9,-3.8,0.1,-0.9,0.1,0.6,-7.4,3.2,-1.3

Further compounds follow:
smiles,DAX1 inh-1,FXN GAA850 act,PLCg1 inh,ADAM10 inh,DAX1 inh-2,ADAM17 inh,HGIII-sPLA2 inh,hgDAF12 agonist,PLC-beta3 inh,hcDAF-12 act,ssDAF-12 act
COc1cc(Nc2cccc(-c3ccccc3)n2)cc(OC)c1OC,-0.5,0.1,-32.8,-1.8,nt,-3.8,-0.1,-0.4,-40.1,-1.7,-0.6
Cc1onc(-c2ccccc2)c1C(=O)N1CCOCC1,-0.5,5.1,-1.1,0.3,0.8,-1.5,2.0,-0.1,3.1,-0.5,-0.8
Cc1cc(NC(=O)CSc2nnnn2-c2ccc(C(C)C)cc2)no1,-0.5,0.8,0.7,12.1,-1.6,0.3,-27.9,-0.8,-5.0,-2.0,-0.9
O=C(CCN1C(=O)c2ccccc2S1(=O)=O)Nc1cccc2ccccc12,0.9,0.1,0.7,-3.8,2.9,-3.7,5.5,0.3,4.6,-0.7,-1.1
O=C(CCN1CCOCC1)Nc1ccc(Cl)cc1,0.3,2.5,-0.5,2.6,-0.8,0.7,-3.0,2.0,0.3,1.1,-1.6
CCNC(=O)c1c(C)[nH]c(C(=O)OCC)c1C,0.5,-4.3,-1.3,4.8,1.5,-1.4,1.6,-1.0,1.4,-1.3,-1.4
